Nrf2 block = blocks Nrf2 signaling; A549 ARE-Fluc reporter, luciferase luminescence, 18-24 h; Potency, µM (doses to about 46 µM), for inactives: at the highest dose activity change, negative = inhibition, usual class: inhibitors; 360,000 compounds, 2.1% hits; also: potency is read from the fitted curve at half-maximal effect; % is scaled to controls: 0 for no effect and ±100 for the full control effect; nearly all actives have a fitted effect of over 60% in size
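Nrf2 function is reported as luminescence of an ARE-controlled luciferase in A549 cells. Compounds were tested at several concentrations, and a CellTiter-Fluor read on the same wells flagged cytotoxicity.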
ATXN viability = cell viability loss in ATXN counter-screen. S2 cells (HEK-293 line with an ATXN2-luciferase reporter) viability, CellTiter-Fluor protease fluorescence, 24 h. 400,000 compounds, 0.49% hits. Potency, µM (titrated, usually from 56.7 µM), actives largely listed as cytotoxic. AID 651635; also: potency is read from the fitted curve at half-maximal effect; nearly all actives have a fitted effect of over 40% in size
MCF10A rereplic = induces DNA re-replication in MCF 10a normal breast cells | 350,000 compounds, 2.9% hits | AID 624296 | Potency, µM (doses to about 46.1 µM), inactives show at the top dose activity, positive = re-replication, usual class: activators | MCF 10A DNA re-replication, Hoechst nuclear intensity, 48 h; also: potency is read from the fitted curve at half-maximal effect; % of control where 0% means no effect; nearly all actives have a fitted effect of over 50% in size
IL-1B inflam inh = blocks inflammasome-driven IL-1 beta release. AID 743279. activity change, % at 57.5 µM. THP-1 LPS/ATP IL-1B secretion, AlphaLISA, 16 h; stronger effect = lower value. 360,000 compounds, 4.7% hits; in the data active = activity change below about -50%; inconclusive = mostly about -30% to -49%; also: % is scaled to controls: 0 for no effect and ±100 for the full control effect
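Secreted IL-1B measured by AlphaLISA bead assay after 16 h compound exposure of THP-1 cells; compounds (final up to 57.5 uM) added 1 h before LPS (250 ng/mL) and ATP (1.25 mM) stimulation; lower signal means less secretion.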
Nrf2 ARE act = activates Nrf2 signaling; AREc32 ARE-luciferase reporter (MCF7-derived line), luminescence, 24 h; Potency, µM (titrated, usually from 46.1 µM), inactives show top-dose activation, usual class: activators; 410,000 compounds, 0.31% hits; also: potency is read from the fitted curve at half-maximal effect; % of control where 0% means no effect; nearly all actives have a fitted effect of over 65% in size
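Each well held 1000 AREc32 cells, which were incubated with compound for 24 hr at 37 deg C after overnight attachment, and ARE reporter activity was quantified by firefly luciferase luminescence.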
A549 viability = kills or reduces viability of A549 cells in Nrf2 counter-screen. Potency, µM (highest dose often 46 µM), for the others: at the highest dose activity change, negative = cytotoxicity, actives largely listed as inhibitors. 390,000 compounds, 0.16% hits. A549 ARE-Fluc cells, CellTiter-Fluor viability, 18-24 h. AID 504648; also: potency is read from the fitted curve at half-maximal effect; % is scaled to controls: 0 for no effect and ±100 for the full control effect
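A549 ARE_Fluc cells in 5% FBS OPTI-MEM were exposed to compounds in concentration-response for 18-24 h at 37 deg C. Viability was read by CellTiter-Fluor fluorescence (Ex 405/Em 525) after 30 min, before the luciferase read.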
HepG2 tox = counter-screen for TGF-b inhibitors: cytotoxicity in HepG2 cells; HepG2 CAGA-GFP viability, ATP luminescence, 18 h; Potency, µM (doses to about 46.1 µM), for inactives: at the top dose activity change, negative = cytotoxicity, most hits filed as cytotoxic; 410,000 compounds, 0.76% hits; AID 588856; also: potency is read from the fitted curve at half-maximal effect; some results filed as inactive show a strong effect at the top dose
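HepG2 CAGA-GFP cells (1000/well, DMEM with 1% FBS) received compound, then TGF-beta at 500 pg/mL final, and were incubated 18 hours at 37 degrees C. Viability was read by CellTiter-Glo luminescence. Media-only wells were set as complete cell-killing and DMSO as no toxicity.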
ATXN2 expr inh = reduces ATXN2 reporter expression in HEK-293 cells; 360,000 compounds, 0.72% hits; HEK-293 ATXN2-luciferase reporter, luminescence, 24 h; Potency, µM (titrated, usually from 57 µM), for inactives: at the highest dose activity change, negative = inhibition, usual class: inhibitors; also: potency is read from the fitted curve at half-maximal effect; % is scaled to controls: 0 for no effect and ±100 for the full control effect; nearly all actives have a fitted effect of over 55% in size
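ATXN2-luciferase reporter cells (luciferase flanked by upstream and downstream ATXN2 gene portions) were treated 24 h at 37 °C with compounds at up to 57 uM. SteadyGlo luminescence gave expression; GF-AFC fluorescence gave viability.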
TGFb SMAD3 inh = inhibitors of TGF-b signaling; Potency, µM (doses to about 46.1 µM), for inactives: at the top dose activity, negative = inhibition, actives largely listed as inhibitors; HepG2 CAGA-GFP TGF-b/SMAD3 reporter, GFP fluorescence, 18 h; TGF-beta stimulated, 500 pg/mL final; AID 588855; 410,000 compounds, 1.2% hits; also: potency is read from the fitted curve at half-maximal effect; % is scaled to controls: 0 for no effect and ±100 for the full control effect; nearly all actives have a fitted effect of over 65% in size
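Using HEPG2 CAGA-GFP reporter cells at 1000 cells/well, we pinned test compounds, stimulated with recombinant TGF-beta (500 pg/mL final) and measured total well GFP after 18 h.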
Active calls of the source: *; i = inactive; ? = inconclusive; . = no result given; & = joins results of further samples; [ ] = another dose, or the depositor's remark. Unless noted, calls follow the shape of the dose curve; as a rule, active = well fitted curve in the direction sought with a large enough effect; inconclusive = small, poorly fitted or top-dose-only effect, or another doubt; inactive = no such curve, though single readings can be large; an effect the other way counts as inactive or inconclusive.

SMILES	Nrf2 block	ATXN viability	MCF10A rereplic	IL-1B inflam inh	Nrf2 ARE act	A549 viability	HepG2 tox	ATXN2 expr inh	TGFb SMAD3 inh
CCOc1ccc(CN(C)C(=O)c2ccc(NS(=O)(=O)c3ccc4[nH]c(=O)[nH]c4c3)cc2)cc1	0%	i	2%	-2	-1.3%	-3%	-3%	-2%	-13%
CC(=O)c1cc(CN2CCN(Cc3ccc(C)cc3)C(CCO)C2)cs1 (stereo not given)	10%	i	-4%	-24	0.2%	2%	-15%	.	-2%
COC(=O)c1cccc(NC(=O)CSc2nnc(C)n2C)c1	-9%	i	0%	8	-0.2%	2%	-12%	-1%[11.3 µM]	0%
O=C(Nc1ccc2oc(=O)ccc2c1)c1ccc2ccccc2c1	-1%	i	0%	-21	-0.2%	-6%	8%	14%	3%
Cc1cccc(NC(=S)N(CCN2CCOCC2)Cc2cc3cc4c(cc3[nH]c2=O)OCCO4)c1	17%	i	-1%	-28	0.3%	-7%	1%	.	-8%
CCOC(=O)C1=C(COC(=O)[C@@H]2CCCN2S(=O)(=O)c2ccc(C)cc2)NC(=O)NC1C (stereo not given in full)	11%	i	-3%	16	-0.9%	-2%	-3%	-8%	4%
COC(=O)C1CCN(C(=O)c2ccc(Cl)c(S(=O)(=O)NCc3ccco3)c2)CC1	?	i	-1%	0	3.5%	10%	-13%	-19%	-2%
COC(=O)CCn1[nH]c(=O)c2ccccc2c1=O	-13%	i	10%	-13	0.4%	9%	-30%	-21%	?
CCOC(=O)C1CCCN(C(=O)c2cncc(Br)c2)C1 (stereo not given)	9%	i	4%	8	-1.1%	-6%	6%	-10%	-15%
O=C(c1ccccc1)N1CCN(CCc2ccccn2)CC1	-1%&8%	i	-13%	-2	-0.1%&0.7%	3%&1%	1%&3%	?	1%&14%
O=C(c1ccc(Cl)cc1)c1cnc2ccccn12	?	i	?	6	4.1%	0%	-28%	60%[activator]	6%
CC(SC1=NCCS1)C(=O)Nc1nnc(-c2ccc(Cl)cc2)s1 (stereo not given)	-17%	i	?	?	3.5%	2%	-15%	53%[activator]	14%

A second format for some results above:
canonical_smiles | Nrf2 block | ATXN viability | MCF10A rereplic | IL-1B inflam inh | Nrf2 ARE act | A549 viability | HepG2 tox | ATXN2 expr inh | TGFb SMAD3 inh
CCOc1ccc(CN(C)C(=O)c2ccc(NS(=O)(=O)c3ccc4[nH]c(=O)[nH]c4c3)cc2)cc1 | 0% | i | 2% | -2 | -1.3% | -3% | -3% | -2% | -13%
CC(=O)c1cc(CN2CCN(Cc3ccc(C)cc3)C(CCO)C2)cs1 (stereo not given) | 10% | i | -4% | -24 | 0.2% | 2% | -15% | . | -2%
COC(=O)c1cccc(NC(=O)CSc2nnc(C)n2C)c1 | -9% | i | 0% | 8 | -0.2% | 2% | -12% | -1%[11.3 µM] | 0%
O=C(Nc1ccc2oc(=O)ccc2c1)c1ccc2ccccc2c1 | -1% | i | 0% | -21 | -0.2% | -6% | 8% | 14% | 3%
Cc1cccc(NC(=S)N(CCN2CCOCC2)Cc2cc3cc4c(cc3[nH]c2=O)OCCO4)c1 | 17% | i | -1% | -28 | 0.3% | -7% | 1% | . | -8%
CCOC(=O)C1=C(COC(=O)[C@@H]2CCCN2S(=O)(=O)c2ccc(C)cc2)NC(=O)NC1C (stereo not given in full) | 11% | i | -3% | 16 | -0.9% | -2% | -3% | -8% | 4%
COC(=O)C1CCN(C(=O)c2ccc(Cl)c(S(=O)(=O)NCc3ccco3)c2)CC1 | ? | i | -1% | 0 | 3.5% | 10% | -13% | -19% | -2%
COC(=O)CCn1[nH]c(=O)c2ccccc2c1=O | -13% | i | 10% | -13 | 0.4% | 9% | -30% | -21% | ?

The list continues.
SMILES	Nrf2 block	ATXN viability	MCF10A rereplic	IL-1B inflam inh	Nrf2 ARE act	A549 viability	HepG2 tox	ATXN2 expr inh	TGFb SMAD3 inh
Cc1ccc(S(=O)(=O)N2CCC(C(=O)NCC3CCCO3)CC2)cc1 (stereo not given)	.	i	2%	1	0.4%	7%	-1%	-7%	-9%
CCOC(=O)C1=C(C)N(Cc2ccccc2)C(=O)NC1c1ccccc1OS(=O)(=O)c1ccccc1[N+](=O)[O-] (stereo not given)	?	?	13%	?	16%	-13%	1%	-12%	?
Cc1ccccc1NC(=O)N(C(C)C)C(C)C	3%	i	-1%	15	0.0%	-2%	-21%	8%	-3%
O=C(COC(=O)CNC(=O)c1ccccc1F)Nc1ccc(Cl)cn1	2%	?	-2%	22	-0.7%	-3%	4%	-5%	-13%
CCNC(=O)CN(C1CCCCC1)S(C)(=O)=O	13%	i	0%	11	1.2%	5%	3%	-1%	12%
COc1ccc(N(C(=O)c2ccccc2C)S(=O)(=O)c2ccc3c(c2)n(C)c(=O)n3C)cc1	1%	i	.	.	-1.1%	1%	-3%	6%	3%
CCc1nnc(NC(=O)CSc2nnc(CNC(=O)c3ccc(OC)c(OC)c3)o2)s1	-15%	i	0%	4	-0.6%	5%	18%	.	-4%
O=C(C1CC1)N1CCN=C1SCc1ccc(Cl)cc1	?	i	1%	?	4.1%	7%	-38%	2%	44%[activator]
CC1CCN(C(=O)CSc2nnc(-c3ccccc3)o2)CC1	11%	?	.	.	4.1%	1%	-1%	22%	-5%
Cc1ccc(C)c(CSc2ncccc2C(=O)O)c1	-10%	i	-33%[inhibitor]	5	-0.5%	1%	20%	3%	0%
S=C(Nc1cc(Cl)cc(Cl)c1)N1CCN(c2ccccn2)CC1	-8%	i	0%	17	0.2%	2%	5%	-22%	0%
CCC1(C)CC(=O)c2c(ccc3oc(C(=O)Nc4ccc(C(C)=O)cc4)c(C)c23)O1 (stereo not given)	-17%	.	.	.	-0.5%	3%	-39%	.	3%
CC(C)c1ccc(NC(=O)c2cc(S(=O)(=O)N3CCCCC3)c[nH]2)cc1	6%	i	0%	0	0.1%	2%	-14%	-6%	-2%
Cc1nn(C(C)C(=O)NCCC2=CCCCC2)c(=O)c2nn(-c3ccccc3)c(C)c12 (stereo not given)	-4%	?	2%	14	7.9%	-2%	-32%	.	?
CN(Cc1ccccc1)C(=O)c1cc(-c2cccc(Cl)c2)on1	8%	i	.	.	5.8%	-5%	-32%	12%	?
Cc1ccc(C(C(=O)NC2CCCCC2)N2CCC3(CC2)OCCO3)cc1 (stereo not given)	-25%	i	4%	?	-0.5%	-8%	1%	-9%	4%
Cc1ccc2nc3n(c(=O)c2c1)-c1cc2ccccc2cc1C(=O)NC3CC(C)C (stereo not given)	.	i	.	33	0.0%	.	2%	7%	12%
Cc1c(N(C)C)nc2ccccc2c1N	.	i	26%	-7	2.2%	0%	-18%	-12%	-24%
CN(CC(=O)Nc1cccc(F)c1)CC(=O)Nc1ccc(Cl)cc1[N+](=O)[O-]	7%	i	-2%	3	-0.4%	0%	2%	3%	7%
COc1ccc(C(OCC(O)CN(C)C2CCCCC2)c2ccc(OC)cc2)cc1 (stereo not given)	22%	i	9%	-71*	1.3%	-9%	-40%	-28%	1%
Clc1ccccc1Cc1noc(CN2CCCCC2c2ccccn2)n1 (stereo not given)	-7%	i	2%	4	-1.0%	2%	2%	-12%	-4%
COc1cccc(N2CCN(c3ccc4nnc(CCC(=O)Nc5ccc(OC)c(OC)c5)n4n3)CC2)c1	2%	i	5%	4	-0.3%	-3%	13%	3%	4%
Cn1c(=O)nc2n(-c3ccc(Cl)c(Cl)c3)c3cc(Cl)ccc3cc-2c1=O	8%	i	.	.	0.0%	-2%	-17%	4%	-18%
COc1ccc(NC(=O)NCc2c(-n3cccc3)sc3c2CCCC3)c(OC)c1	-16%	i	.	.	-0.7%	11%	-6%	1%	-1%
Clc1ccc(-c2nnc(CSc3nnc(-c4cccs4)o3)o2)cc1	.	i	?	1	2.8%	3%	19%	4%	-4%
O=C(NCC1CC1)c1ccc2c(c1)S(=O)(=O)c1cc(Cl)ccc1C2=O	6%	i	?	?	12%	6%	-48%	?	-3%
CCOC(=O)c1c(S(=O)(=O)NCCc2ccco2)c(C)n(C)c1C	4%	i	-4%	?	-0.8%	-7%	13%	9%	0%
Cc1ccc(NC(=O)Cc2ccc(NC(=O)N3CCCCc4ccccc43)cc2)cc1	?	?	.	.	0.2%	-10%	-21%	?	?
COc1ccc(CCNC(=O)CSc2nc3ccccc3c3nc(CCN4CCCCC4)nn23)cc1OC	-5%	i	-2%	-3	-0.3%	-17%	-5%	2%	-3%
CCCN1C2CCCC1CC(NC(=O)c1ccc(Br)cc1)C2 (stereo not given)	-8%	i	?	-12	0.2%	-1%	2%	-2%	9%
Cc1ccc(S(=O)(=O)N2CCC(C(=O)NNC(=O)c3cccnc3)CC2)cc1	0%	i	-1%	2	2.4%	7%	3%	18%	-12%
Cc1nc2ccc(S(=O)(=O)NCC(=O)N3CCN(c4ccccn4)CC3)cc2s1	11%	i	2%	31	-0.5%	1%	-1%	-4%	0%
Cc1ccc(S(=O)(=O)N2CCN(CC(=O)N/N=C\c3ccc(Cl)c([N+](=O)[O-])c3)CC2)cc1	4%	i	5%	?	0.3%[9.22 µM]	-7%	-40%	-1%	?
CCN1C(=O)c2ccccc2Sc2ccc(NC(=O)c3ccc(Cl)cc3)cc21	.	i	.	.	0.0%	4%	0%	2%	-34%
CC(=O)c1sc(N)c(C(=O)OC(C)C)c1C	.	i	-11%	-5	4.1%	0%	-8%	47%[activator]	?

Source: PubChem BioAssay (National Center for Advancing Translational Sciences (NCATS))
